Source: PubChem BioAssay (National Center for Advancing Translational Sciences (NCATS))
PTHR1 agonist = PTHR1 (human) receptor agonism; Potency, µM (doses to about 115 µM), inactives show at the highest dose activation, hits mostly activators; HEK293 GP2 PTHR1 cells, GloSensor cAMP luminescence, 1 h; 0.075% of 410,000 active; AID 743266; Q03431; note: nearly all actives have a fitted effect of over 55% in size; some results filed as inactive show a strong effect at the top dose; inactives centre near -15; many of its hits are not listed in these tables
Target sequence (Q03431 whole entry, looked up): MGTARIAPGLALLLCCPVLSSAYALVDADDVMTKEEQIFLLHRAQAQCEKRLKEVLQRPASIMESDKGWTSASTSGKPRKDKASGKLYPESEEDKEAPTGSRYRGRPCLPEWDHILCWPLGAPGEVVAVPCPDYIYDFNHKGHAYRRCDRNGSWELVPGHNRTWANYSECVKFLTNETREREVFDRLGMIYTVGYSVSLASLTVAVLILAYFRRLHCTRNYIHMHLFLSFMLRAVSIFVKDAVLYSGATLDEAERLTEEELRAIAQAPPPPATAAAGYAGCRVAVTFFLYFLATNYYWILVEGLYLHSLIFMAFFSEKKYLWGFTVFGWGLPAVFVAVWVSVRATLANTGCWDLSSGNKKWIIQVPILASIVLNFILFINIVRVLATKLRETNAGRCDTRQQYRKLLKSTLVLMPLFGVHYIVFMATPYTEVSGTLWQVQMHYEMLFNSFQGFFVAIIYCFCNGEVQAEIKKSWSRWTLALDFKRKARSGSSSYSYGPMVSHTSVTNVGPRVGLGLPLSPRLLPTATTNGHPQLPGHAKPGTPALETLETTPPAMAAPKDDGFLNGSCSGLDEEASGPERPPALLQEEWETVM
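HEK-293-derived GP2 cells expressing PTHR1 and a GloSensor cAMP reporter, 3,000/well, plated overnight, given luciferin plus IBMX (each 0.5 mM as added) for 1 h at 37 °C, then compound for 1 h at 37 °C. Luminescence was read after 15 min at room temperature.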
GLP1R cytotox = cytotoxic in the GLP-1 receptor inverse agonist counter-screen; HEK293 cAMP-luciferase reporter cells, luminescence, 24 h; Potency, µM (series often up to 38.3 µM), for inactives: at the top dose activity change, negative = inhibition, hits mostly inhibitors; 0.13% of 410,000 active;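 note: loss of luciferase light is scored as toxicity; % is set by controls: 0 for no effect and ±100 for the full control effect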
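Seeding density was 200 cells/uL; after overnight-length (12 h) culture, 23 nL compounds went on for 24 h at 37 °C. Readout used a luciferase detection reagent, luminescence taken after 12 min at room temperature.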
GLP-1R inv ag = acts as inverse agonist at human GLP-1 receptor. 1.6% of 410,000 active. Potency, µM (top dose mostly 38.3 µM), inactives show at the top dose activity change, negative = inhibition, usual class: inhibitors. HEK293 GLP-1R CRE-luciferase, luminescence, 24 h; GLP-1R form is constitutively active. AID 624417. P43220; note: % is set by controls: 0 for no effect and ±100 for the full control effect; nearly all actives have a fitted effect of over 55% in size
Target sequence (P43220 whole entry, looked up): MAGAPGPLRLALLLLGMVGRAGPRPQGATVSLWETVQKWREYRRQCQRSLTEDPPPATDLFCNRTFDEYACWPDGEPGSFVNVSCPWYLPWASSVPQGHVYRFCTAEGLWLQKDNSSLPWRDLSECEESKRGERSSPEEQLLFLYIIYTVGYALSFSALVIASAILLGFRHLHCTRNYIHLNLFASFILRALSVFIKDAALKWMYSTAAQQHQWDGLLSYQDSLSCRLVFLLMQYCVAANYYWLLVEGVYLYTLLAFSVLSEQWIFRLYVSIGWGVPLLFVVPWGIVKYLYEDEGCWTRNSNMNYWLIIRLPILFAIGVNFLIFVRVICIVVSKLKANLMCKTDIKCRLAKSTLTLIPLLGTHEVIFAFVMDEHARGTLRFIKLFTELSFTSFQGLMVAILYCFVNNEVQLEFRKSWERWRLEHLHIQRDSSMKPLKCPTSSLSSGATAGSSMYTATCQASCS
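Luminescence readout: a drop in cAMP-driven luciferase signal flags inverse agonism at a constitutively active GLP-1R stably expressed in HEK293. Compound exposure lasted 24 hr at 37 deg C, 5% CO2.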
Active calls of the source: *; i = inactive; ? = inconclusive; [ ] = remark or other dose. Calls come from the whole dose curve; as a rule, active = well fitted curve in the direction sought with a large enough effect; inconclusive = small, poorly fitted or top-dose-only effect, or another doubt; inactive = no such curve, though single readings can be large; an effect the other way counts as inactive or inconclusive. Potency is the fitted concentration of half-maximal effect.

structure,GLP1R cytotox,PTHR1 agonist,GLP-1R inv ag
Cc1ccc(-n2c(=O)c3c4c(sc3n(CC(=O)c3ccc(Cl)cc3)c2=O)CCC4)cc1C,4%,-6%,-3%
COCCCNC(=O)c1c(-c2ccccc2)c(-c2ccccc2)nn(C)c1=O,11%,-20%,8%
COc1ccc(-n2c(SCC(=O)Nc3ccc(Cl)c(C)c3)nc3n[nH]c(C)c3c2=N)cc1,-11%,i,-12%
CC(C)OCCCn1c(=O)c2ccccc2n2c(-c3ccc(F)cc3)nnc12,-1%,-24%,1%
Oc1c(C(c2ccccc2Cl)N2CCCC2)sc2nc(-c3ccco3)nn12 (centres undefined),-16%,i,-27%
CCOC(=O)c1c(S(=O)(=O)N2CCC(C(=O)NCc3ccccc3Cl)CC2)c(C)n(C)c1C,-12%,i,12%
Cc1ccn2c(=O)c(C(=O)Nc3ccc(F)c(C(F)(F)F)c3)cnc2c1,6%,-57%,18%
CCC1CN(C(=O)N2CCC(C(=O)NCCc3ccc(Cl)cc3)CC2)c2ccccc2O1 (centres undefined),-2%,-32%[inhibitor],?
CCOc1ccc(-c2nnc(SCC(=O)c3ccccc3)n2-c2ccccc2)cc1,17%,i,18%
CC(=O)c1cccc(NC(=O)C(Cc2ccccc2)NS(=O)(=O)c2ccc(Br)s2)c1 (centres undefined),-9%,-15%,0%
O=C(CN1C(=O)COc2ccc(S(=O)(=O)N3CCOCC3)cc21)NCc1ccc(Cl)cc1,-3%,18%,-2%
O=C(Cc1ccc(Cl)cc1)NCC(c1cccs1)S(=O)(=O)c1ccc(Cl)cc1 (centres undefined),3%,-27%,?
Cc1cccc(N2CCN(C(=O)c3cnc4c(C)cccn4c3=O)CC2C)c1 (centres undefined),-7%,-20%,10%
COc1ccc(OC)c(NC(=O)Cn2cc(C(=O)c3cccs3)c3ccccc32)c1,-9%,-9%,-29%
COc1cccc2cc(-c3nnc(Nc4c(F)cccc4F)s3)c(=O)oc12,-11%,-26%,18%
O=C(CC1(O)C(=O)N(CCc2ccccc2)c2ccc(Br)cc21)c1ccccc1O (centres undefined),0%,-3%,-28%
O=C(Nc1ccc2c(c1)N(C1CCCC1)C(=O)c1ccccc1S2)c1ccccc1,0%,i,?
Cc1ccc(-c2nnc(Nc3ccc(O)cc3)c3ccccc23)cc1S(=O)(=O)NCc1nc2ccccc2[nH]1,-6%,i,0%
Cc1[nH]c2ccccc2c1C1(O)C(=O)N(Cc2ccc(Cl)cc2)c2ccccc21 (centres undefined),-1%,i,?
CCOC(=O)c1c(C)[nH]c(C)c1S(=O)(=O)N1CCC(C(=O)Nc2ccccn2)CC1,-6%,i,6%
COc1ccc(-c2noc(-c3ccc(NCC4CCCO4)c([N+](=O)[O-])c3)n2)cc1 (centres undefined),-4%,i,1%
Cc1cccc(C)c1-n1ncc(C(=O)NCCCN2CCC(C)CC2)c1C1CCN(C(=O)OC(C)(C)C)CC1,0%,-19%,15%
Cc1ccc2nc(Nc3cccc(Cl)c3C)c(-n3nc(C)cc3C)nc2c1,4%,14%,12%
CCc1ccccc1NC(=O)Cn1c(=O)c2cccn2c2ccc(F)cc21,12%,?,5%
COC(=O)c1ccc(CSc2c(C(C)C)cnc3c2c(=O)n(C)c(=O)n3C)cc1,-11%,22%,20%
COc1cccc(N2CC(NC(=O)COc3ccccc3F)CC2=O)c1 (centres undefined),5%,i,6%
O=C(Nc1ccc(-c2cc(C(F)(F)F)nn2-c2ccccc2)cc1)c1cccc(F)c1,-20%,-18%,?
COc1ccc(OCC(=O)Nc2cc(-c3cccc(Cl)c3)nn2-c2ccccc2)cc1,3%,i,7%
CCN(C(=O)C(NS(=O)(=O)c1cccc2nsnc12)c1ccccc1)c1ccccc1 (centres undefined),2%,8%,-17%
Cc1ccc(N(CC(O)Cn2c3ccccc3c3ccccc32)S(=O)(=O)c2ccc(F)cc2)cc1 (centres undefined),2%,-72%[inhibitor],-6%

Going on with the list:
structure,GLP1R cytotox,PTHR1 agonist,GLP-1R inv ag
Cc1nn(C)c2c1c(-c1ccccc1)cc(=O)n2CC(=O)NC(C)c1ccccc1 (centres undefined),-3%,i,-2%
N#Cc1ccc(OC(=O)c2cc(-c3ccc(Cl)cc3)on2)cc1,-11%,i,-18%
COc1ccc(-c2nc(SCC(=O)NCc3nc4ccccc4n3C)n3[nH]c(=O)cc3n2)cc1,-1%,-24%,5%
COc1ccc(-c2noc(CSc3nnc(C)n3-c3ccc(C)cc3)n2)cc1,-11%,-46%[inhibitor],-9%
Cc1ccc(-n2ccnc(NCCc3ccc(S(N)(=O)=O)cc3)c2=O)cc1C,10%,-41%[inhibitor],14%
CC(C)(C)c1ccc(C(=O)Nc2ccc(NC(=O)c3ccc(Cl)c(Cl)c3)cc2)cc1,7%,i,-1%
CC(=O)c1ccc(NC(=O)Cn2nc(N3CCN(c4ccccc4)CC3)ccc2=O)cc1,3%,-38%[inhibitor],6%
COc1cccc(NC(=O)CN2C(=O)CSc3ccc(S(=O)(=O)N4CCCC4)cc32)c1,9%,6%,-39%
Cc1c(C(=O)NCc2cccc(F)c2)oc2c1-c1[nH]ncc1CC2,9%,0%,-1%
COc1ccc2c(Sc3ccc(C)cc3)c(C(=O)NCCc3ccccc3)[nH]c2c1,-1%,-18%,2%
COc1cc(NS(=O)(=O)c2cc3c(cc2C)n(C)c(=O)c(=O)n3C)cc(OC)c1,2%,-74%[inhibitor],6%
COc1cc(OC)c(NC(=O)C2CCCN(c3ncnc4c3nc3n4CCCCC3)C2)cc1Cl (centres undefined),4%,i,3%
COc1ccc(-c2onc(C)c2C)cc1S(=O)(=O)NCc1ccc(C)o1,-26%,i,?
Fc1ccc(-c2noc3ncnc(NCc4cccc(Cl)c4)c23)cc1,23%,-21%,36%[activator]
CCc1nnc(SCc2cccc(Cl)c2)c2cc3sccc3n12,0%,-3%,11%
Cc1ccc(NC(=O)c2sc3ncn(Cc4cccc(F)c4)c(=O)c3c2C)c(Br)c1,-4%,i,2%
CCOc1ccccc1CNC(=O)c1cnc2sc(N3CCCCCC3)nn2c1=O,-2%,-24%,?
Cc1ccc(NC2=C(c3ccc(C(F)(F)F)cc3)C(=O)c3ccccc32)cc1F,1%,1%,-20%
CCOCCCNC(=O)C1CCN(c2nn3cc(-c4ccc(F)cc4)nc3s2)CC1,2%,-15%,14%
Cc1cccc(-c2nc3c(cnn3-c3ccccc3)c(=O)n2-c2ccc(Cl)cc2)c1,20%,-59%[inhibitor],?
CCc1c(C)sc2c1CCN(C(=O)Nc1ccccc1Cl)C2c1ccc(OC)cc1 (centres undefined),7%,-5%,?
O=C1c2ccccc2C(=O)C1(c1ccccc1)N1CCN(c2cccc(C(F)(F)F)c2)CC1,21%,-18%,?
Cc1ccc(OCc2nc3ccccc3n2CCOc2ccc(Cl)cc2)cc1,5%,-12%,?
COc1ccc(S(=O)(=O)c2c(Nc3ccc(F)cc3)sc(C(=O)c3ccc(C)cc3C)c2N)cc1,2%,i,?
Cc1ccc(-c2c(CN3CCN(c4cccc(C)c4C)CC3)csc2C)cc1,-8%,i,-5%
CCCCn1c(=O)c2oc3ccccc3c2n(CC(=O)Nc2ccc(CC)cc2)c1=O,2%,-17%,5%
Cc1ccc(-c2cn3nc(N4CCC(C(=O)Nc5ccccc5C)CC4)sc3n2)cc1,7%,-4%,13%
CN1CCc2nc3sc(C(=O)Nc4ccccc4OC(F)(F)F)c(N)c3cc2C1,57%[activator],-19%,-28%
COC(=O)c1ccc(Cl)cc1NC(=O)N(Cc1ccc(OC)cc1)C1CCN(C(C)=O)CC1,1%,-8%,-12%
O=C(NC1CCCCCC1)C1CCN(C(=O)N2CCOc3ccc(Cl)cc32)CC1,-13%,-25%,17%

Next section.
structure,GLP1R cytotox,PTHR1 agonist,GLP-1R inv ag
CCCN1C(=O)CN(C2CCCCCC2)C(=O)C1c1ccc(OCC)c(OC)c1 (centres undefined),0%,?,8%
Cc1ccc2c(c1)N(C(=O)N1CCC(C(=O)NCc3cccs3)CC1)CC(C)O2 (centres undefined),-8%,-22%,6%
Fc1ccc(Nc2nc(SCc3cccc(F)c3)nc3ccccc23)cc1,-15%,-31%[inhibitor],?
O=C1CC(c2nnc(Cc3ccccc3Cl)o2)CN1c1ccccc1 (centres undefined),-1%,-15%,0%
Cc1c(NC(=O)c2sc3c([N+](=O)[O-])cccc3c2Cl)cccc1-c1nc2ccccc2o1,12%,-7%,6%
COc1ccc(N2CCN(CC(O)COc3ccc(C(C)(C)C)cc3)CC2)cc1 (centres undefined),-2%,i,?
COc1ccccc1-c1c(C)nn2c(C(F)(F)F)cc(-c3ccccc3)nc12,1%,-2%,13%
Cc1ccc(NC(=O)CN2C(=O)c3ccccc3Sc3ccc(C(=O)N4CCOCC4)cc32)cc1F,1%,-13%,9%
COc1ccccc1C(=O)Nc1nc2nc(C)cc(=O)n2[nH]1,11%,1%,9%
COc1ccc(OC)c(NC(=O)c2ccc(-c3nc(COc4ccccc4)c(C)o3)cc2)c1,4%,-59%[inhibitor],6%
CCOc1ccc(NC(=O)CSc2nnc(CC)c(CC)n2)cc1,3%,-11%,17%
COc1ccc2nc(NC(=O)c3cc(=O)c4ccccc4o3)sc2c1,7%,-26%,21%
O=C(CCOc1ccccc1)N(Cc1cccnc1)c1nc2c(F)cccc2s1,1%,i,?
Cc1cccc(-c2nc(SCC(=O)NCc3ccco3)c3c(=O)n(C)c(=O)n(C)c3n2)c1,-14%,i,1%
CCOc1ccccc1NC(=O)C(=O)c1cc(C)n(-c2cccc(C)c2C)c1C,0%,1%,4%
Cc1ccc(Cn2cnc3c(oc4ccccc43)c2=O)cc1,7%,0%,9%
O=C(Cn1c2ncccc2c(=O)n1-c1ccccc1)Nc1ccc(F)c(F)c1,-6%,i,1%
CC(=O)c1ccc(N2CCN(C(=O)CCn3cnc4onc(-c5ccc(F)cc5)c4c3=O)CC2)cc1,-10%,i,?
COc1ccc(C2C=C(c3ccccc3)Nc3nc(NC(=O)/C=C/c4ccccc4)nn32)cc1 (centres undefined),52%[activator],-3%,8%
COc1ccc(N2CCN(C(CNC(=O)c3ccc(OC)c(OC)c3)c3cccnc3)CC2)cc1 (centres undefined),-5%,i,1%
Cc1c(C(=O)Nc2cccc(-c3nc4ccccc4s3)c2)oc2ccc(F)cc12,8%,-13%,4%
COc1ccc(-c2nc(CSc3nncn4c3cc3occc34)c(C)o2)cc1,?,i,-19%
CCOC(=O)c1ccc(NC(=O)c2cn(-c3ccccc3)nc2-c2ccc(C)cc2)cc1,2%,i,9%
COc1ccc(N2CCN(C(=O)CSc3nc4ccccc4nc3Cc3ccc(Cl)cc3)CC2)cc1,5%,-8%,-27%
COc1ccc(-n2c(=O)c3c4c(sc3n(Cc3ccccc3)c2=O)CN(C(C)=O)CC4)cc1OC,-10%,-30%[inhibitor],7%
COc1ccccc1Nc1ncc2c(n1)CCN(CC(C)C)C2,-6%,i,-28%
Cc1ccccc1CCNC(=O)c1ccc2c(c1)nc1n2CCOC1,-10%,-8%,?
COc1ccc(NC(=O)Cn2nnc(-c3nc(-c4ccncc4)no3)c2N)cc1OC,7%,i,13%
Cc1nc2nc(SCC(=O)NC(C)c3ccccc3)nn2c(C)c1Cc1c(F)cccc1Cl (centres undefined),9%,i,-29%
Cn1cc(S(=O)(=O)c2ccc(Cl)cc2)c(=O)c2cc(F)c(N3CCCCCC3)cc21,3%,-19%,6%

Single records (already shown).
COc1ccccc1Nc1ncc2c(n1)CCN(CC(C)C)C2 is entered as GLP1R cytotox = -6%; PTHR1 agonist = i; GLP-1R inv ag = -28%
Cc1cccc(-c2nc(SCC(=O)NCc3ccco3)c3c(=O)n(C)c(=O)n(C)c3n2)c1 is entered as GLP1R cytotox = -14%; PTHR1 agonist = i; GLP-1R inv ag = 1%
COc1ccc2nc(NC(=O)c3cc(=O)c4ccccc4o3)sc2c1 is entered as GLP1R cytotox = 7%; PTHR1 agonist = -26%; GLP-1R inv ag = 21%

An excerpt, so the mix of outcomes need not match the whole.
